# KB-V1 MDR tox – qHTS assay for MDR1-selective chemotherapeutics: Primary screen using the drug-selected MDR subline cells KB-V1; KB-V1 MDR cells viability, CellTiter-Glo, 72 h; Potency, µM (series often up to 46.1 µM), for inactives: at the top dose activity change, negative = cytotoxicity, hits mostly cytotoxic; hit rate 3.4% among 400,000; AID 1347076, 2019; further: potency means the concentration at half of the fitted maximal effect; on the % scale 0 is the no-effect control and ±100 the full control effect; nearly all actives have a fitted effect of over 60% in size
#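 Readout: CellTiter-Glo luminescence, 10 min after addition. Cells: KB-V1 MDR subline, 72 h at 37 degrees C with compound. Analysis: corrected, normalized data fitted to concentration-effect curves.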
# IL-1B inflam inh – qHTS for Inhibitors of Inflammasome Signaling: IL-1-beta AlphaLISA Primary Screen; THP-1 LPS/ATP IL-1B secretion, AlphaLISA, 16 h; active compounds read low; activity change, % at 57.5 µM; hit rate 4.7% among 360,000; in the data active means activity change below about -50%; inconclusive means mostly about -30% to -49%; further: on the % scale 0 is the no-effect control and ±100 the full control effect
#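 Secreted IL-1B measured by AlphaLISA bead assay after 16 h compound exposure of THP-1 cells; compounds (final up to 57.5 uM) added 1 h before LPS (250 ng/mL) and ATP (1.25 mM) stimulation; lower signal means less secretion.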
# WRN inhibitor – qHTS for Inhibitors of WRN Helicase | WRN helicase unwinding, fluorescent forked duplex, kinetic | Potency, µM (series often up to 114 µM), inactives show top-dose activity change, negative = inhibition, most hits filed as inhibitors | hit rate 0.46% among 360,000; further: potency means the concentration at half of the fitted maximal effect; on the % scale 0 is the no-effect control and ±100 the full control effect; nearly all actives have a fitted effect of over 55% in size
# Target sequence (Q14191 whole entry, looked up): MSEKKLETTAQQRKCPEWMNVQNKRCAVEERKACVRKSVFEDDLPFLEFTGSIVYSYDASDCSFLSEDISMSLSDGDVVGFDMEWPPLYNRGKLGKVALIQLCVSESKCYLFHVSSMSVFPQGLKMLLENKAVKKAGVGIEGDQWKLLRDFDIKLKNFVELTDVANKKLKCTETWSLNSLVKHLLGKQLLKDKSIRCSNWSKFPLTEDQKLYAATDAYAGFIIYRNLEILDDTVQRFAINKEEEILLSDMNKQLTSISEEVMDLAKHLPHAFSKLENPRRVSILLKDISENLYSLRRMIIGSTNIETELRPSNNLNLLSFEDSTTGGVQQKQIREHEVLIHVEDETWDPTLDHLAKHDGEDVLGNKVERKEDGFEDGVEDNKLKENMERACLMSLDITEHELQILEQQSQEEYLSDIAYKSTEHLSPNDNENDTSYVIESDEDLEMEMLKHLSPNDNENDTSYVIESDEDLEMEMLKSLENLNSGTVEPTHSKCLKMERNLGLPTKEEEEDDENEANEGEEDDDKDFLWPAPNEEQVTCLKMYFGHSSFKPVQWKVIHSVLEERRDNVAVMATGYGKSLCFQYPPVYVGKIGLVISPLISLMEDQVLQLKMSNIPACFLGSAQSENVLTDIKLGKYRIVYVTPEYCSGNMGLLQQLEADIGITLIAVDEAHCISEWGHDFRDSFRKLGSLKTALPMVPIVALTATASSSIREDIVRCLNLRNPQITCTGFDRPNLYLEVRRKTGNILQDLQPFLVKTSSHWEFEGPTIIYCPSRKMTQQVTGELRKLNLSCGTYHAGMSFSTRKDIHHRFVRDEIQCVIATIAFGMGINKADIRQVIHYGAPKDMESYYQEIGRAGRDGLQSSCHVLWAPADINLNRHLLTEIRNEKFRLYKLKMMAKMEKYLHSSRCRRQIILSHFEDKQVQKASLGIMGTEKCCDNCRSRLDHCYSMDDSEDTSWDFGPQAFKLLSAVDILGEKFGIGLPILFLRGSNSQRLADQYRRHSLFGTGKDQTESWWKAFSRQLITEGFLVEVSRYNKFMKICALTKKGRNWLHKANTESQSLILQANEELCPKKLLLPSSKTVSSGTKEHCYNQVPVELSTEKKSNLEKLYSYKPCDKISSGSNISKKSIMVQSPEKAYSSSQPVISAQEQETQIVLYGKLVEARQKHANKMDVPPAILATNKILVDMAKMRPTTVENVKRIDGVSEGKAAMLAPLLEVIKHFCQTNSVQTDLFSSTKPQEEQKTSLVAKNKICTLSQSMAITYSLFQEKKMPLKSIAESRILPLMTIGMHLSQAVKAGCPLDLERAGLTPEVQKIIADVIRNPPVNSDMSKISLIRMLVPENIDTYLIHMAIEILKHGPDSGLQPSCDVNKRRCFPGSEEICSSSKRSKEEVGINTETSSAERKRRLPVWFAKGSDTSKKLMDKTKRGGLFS
#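 Screening of the MLSMR collection measured strand separation of a quenched forked DNA duplex (100 nM) by 20 nM WRN with 2 mM ATP, all final. Compounds were preincubated with enzyme 15 min at room temperature.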
# HT1080 IDH1KD tx – qHTS for induction of synthetic lethality in tumor cells producing 2HG: qHTS for the HT-1080-IDH1KD cell line | hit rate 2% among 360,000 | Potency, µM (series often up to 46.1 µM), for inactives: top-dose activity, negative = toxicity, most hits filed as cytotoxic | HT-1080 IDH1 knockdown viability, ATP luminescence, 48 h | AID 686971, 2013;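 further: potency means the concentration at half of the fitted maximal effect; 0% = DMSO wells and -100% = cell-free medium wells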
#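 Cytotoxicity counter-line: IDH1KD HT-1080, 48 h, CellTiter-Glo. Curves classed by r2, magnitude and activity.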
# HT1080NT lethal – qHTS for induction of synthetic lethality in tumor cells producing 2HG: qHTS for the HT-1080-NT fibrosarcoma cell line; HT-1080-NT fibrosarcoma viability, CellTiter-Glo ATP luminescence, 48 h; Potency, µM (top dose mostly 46.1 µM), without a hit: top-dose activity, negative = less viability, usual class: cytotoxic; hit rate 1.6% among 360,000; AID 686970, 2013;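 further: NT is the 2HG producing partner of a matched IDH1 knockdown line; potency means the concentration at half of the fitted maximal effect; 0% = DMSO-treated cells and -100% = media-only wells without cells; nearly all actives have a fitted effect of over 55% in size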
#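 Fibrosarcoma NT cells, 750 per well in 5% FBS RPMI, were exposed to compound for 48 hours. Viability: CellTiter-Glo luminescence.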
# SW480 rerep – A quantitative high throughput screen for small molecules that induce DNA re-replication in SW480 colon adenocarcinoma cells; SW480 DNA re-replication, Hoechst DNA content imaging, 48 h; Potency, µM (series often up to 46.1 µM), without a hit: at the highest dose re-replication activation, usual class: activators; hit rate 1.8% among 340,000; further: potency means the concentration at half of the fitted maximal effect; % of control where 0% means no effect; nearly all actives have a fitted effect of over 55% in size
#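 Treated cells incubate 48 hr (37 C, 5% CO2), are stained 40 min with Hoechst, and nuclear fluorescence is enumerated; a rise in nuclei with high DNA signal marks re-replication.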
# MCF10A rereplic – A quantitative high throughput screen for small molecules that induce DNA re-replication in MCF 10a normal breast cells; MCF 10A DNA re-replication, Hoechst nuclear intensity, 48 h; hit rate 2.9% among 350,000; Potency, µM (doses to about 46.1 µM), inactives show at the highest dose activity, positive = re-replication, hits mostly activators; further: potency means the concentration at half of the fitted maximal effect; % of control where 0% means no effect; nearly all actives have a fitted effect of over 50% in size
# ATXN2 expr inh – Primary qHTS for Inhibitors of ATXN expression; HEK-293 ATXN2-luciferase reporter, luminescence, 24 h; Potency, µM (titrated, usually from 57 µM), without a hit: at the top dose activity change, negative = inhibition, hits mostly inhibitors; hit rate 0.72% among 360,000; AID 1745845, 2022; further: potency means the concentration at half of the fitted maximal effect; on the % scale 0 is the no-effect control and ±100 the full control effect; nearly all actives have a fitted effect of over 55% in size
#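 qHTS (up to 57 uM final) was run with 24 h compound exposure of reporter cells at 37 °C. Each well was multiplexed: SteadyGlo luminescence measured ATXN2-luciferase expression after a fluorogenic Gly-Phe-AFC viability readout (25 uM final).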
# KB-3-1 cytotox – qHTS assay for MDR1-selective chemotherapeutics: Primary screen using the parental adenocarcinoma cell KB-3-1 | AID 1347075, 2019 | hit rate 1.4% among 400,000 | KB-3-1 viability, CellTiter-Glo ATP luminescence, 72 h | Potency, µM (doses to about 46.1 µM), without a hit: top-dose activity change, negative = cytotoxic, most hits filed as cytotoxic; further: potency means the concentration at half of the fitted maximal effect; on the % scale 0 is the no-effect control and ±100 the full control effect; nearly all actives have a fitted effect of over 60% in size
#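 Cells are dispensed, compounds pinned in, plates held at 37 °C for 72 h, then CellTiter-Glo is added and luminescence read after 10 minutes. Cell line: parental KB-3-1 in phenol-red-free DMEM, 10% FBS.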
# * = called active by the depositor; ? = inconclusive; . = no result given; & = joins results of further samples; [ ] = dose if it differs, or a comment. Unless noted, the call rests on the fitted dose curve; in most records, active means well fitted curve in the direction sought with a large enough effect; inconclusive means small, poorly fitted or top-dose-only effect, or another doubt; inactive means no such curve, though single readings can be large; an effect the other way counts as inactive or inconclusive.
SMILES,KB-V1 MDR tox,IL-1B inflam inh,WRN inhibitor,HT1080 IDH1KD tx,HT1080NT lethal,SW480 rerep,MCF10A rereplic,ATXN2 expr inh,KB-3-1 cytotox
O=C(NCc1ccco1)C1CCCN1S(=O)(=O)c1ccccc1C(F)(F)F (stereo not drawn),-7%,5,-3%,-1%,-3%,-5%,?,6%,-2%
CCC(CO)NCC(O)COCc1ccc2c(c1)OCO2 (stereo not drawn),-1%,2,8%,6%,6%,-4%,-2%,.,0%
Cc1ccc(S(=O)(=O)N(C)C)cc1NC(=O)COC(=O)c1c(-c2ccccc2)noc1C,-12%,-8,-1%,4%,4%,?,3%,-6%,-7%
CCOC(=O)c1ccc(NC(=S)N2CCCC(C(=O)OCC)C2)cc1 (stereo not drawn),9%,16,-32%,-4%,0%,1%,-1%,-20%[11.3 µM],9%
O=C(c1cc(COc2ccc(F)cc2F)on1)N1CCCC(c2ccccc2)C1 (stereo not drawn),?,?,-13%,?,-15%,9%,11%,12%,-2%
C[C@H](CO)N1C[C@H](C)[C@@H](CN(C)C(=O)Cc2ccccc2)OCc2cnnn2CCCC1=O,0%,-6,1%,1%,0%,.,.,10%,-14%
O=C(/C=C/c1ccccc1)NCCOc1ccccc1,-13%,0,-21%,16%,21%,0%,-1%,72%[activator],11%
N#C/C(=C(/O)c1ccc([N+](=O)[O-])s1)c1nc2ccccc2[nH]1,-4%,-17,1%,?,?,?,-5%,?,?
Cc1cc(C(F)(F)F)nc(SCCN2CCOCC2)c1C#N,-22%,31,-9%,13%,7%,-16%,1%,-14%,-3%
CSc1ccc(OC2CCCCC2NS(=O)(=O)c2ccc(Cl)cc2)cc1 (stereo not drawn),?,-11,-4%,?,?,1%,?,.,-11%
NC(=O)C[n+]1cccc(CNC(=O)c2ccc(OC(F)F)cc2)c1,-3%,-8,-5%,-1%,1%,-8%,-3%,5%,1%
CCCS(=O)(=O)NC(=O)C1(C)CCN(C(=O)COCc2ccccc2)C1 (stereo not drawn),3%,1,-1%,1%,?,.,.,6%,0%

# The final 4 entries of the section above open the next one:
SMILES,KB-V1 MDR tox,IL-1B inflam inh,WRN inhibitor,HT1080 IDH1KD tx,HT1080NT lethal,SW480 rerep,MCF10A rereplic,ATXN2 expr inh,KB-3-1 cytotox
Cc1cc(C(F)(F)F)nc(SCCN2CCOCC2)c1C#N,-22%,31,-9%,13%,7%,-16%,1%,-14%,-3%
CSc1ccc(OC2CCCCC2NS(=O)(=O)c2ccc(Cl)cc2)cc1 (stereo not drawn),?,-11,-4%,?,?,1%,?,.,-11%
NC(=O)C[n+]1cccc(CNC(=O)c2ccc(OC(F)F)cc2)c1,-3%,-8,-5%,-1%,1%,-8%,-3%,5%,1%
CCCS(=O)(=O)NC(=O)C1(C)CCN(C(=O)COCc2ccccc2)C1 (stereo not drawn),3%,1,-1%,1%,?,.,.,6%,0%
CCCCCNC(=O)C(c1ccccc1)n1c(=O)c(-c2cc3ccccc3[nH]2)nc2ccccc21 (stereo not drawn),?,40,-11%,-29%,?,.,.,.,?
O=C(Nc1ccc(Br)cc1Br)c1cccc2c1C(=O)N(C1CCCCC1)C2,3%,-12,-12%,14%,3%,-7%,0%,-4%,-28%
Cc1nc(NC(=O)COc2ccccc2)sc1C(=O)Nc1ccccc1,9%,-18,7%,1%,2%,-1%,8%,3%,10%
C[C@@H]1CN([C@@H](C)CO)C(=O)CCCn2nncc2CO[C@H]1CN(C)Cc1ccccc1C(F)(F)F,?,12,-4%,4%,4%,.,.,-24%,16%
O=[N+]([O-])c1cccc(NC(=S)Nc2nc(-c3ccccc3Cl)cs2)c1,0%,-59*,-3%,18µM*,?,22%,?,-36%,?
COC1(C2=NCCN2)COc2ccccc2O1 (stereo not drawn),0%,7,10%,0%,22%,-12%,-17%,-4%,0%
O=C(Nc1ccc2c(c1)CCC2)Nc1ccccc1Cl,?,-69*,-6%,12%,26%,18%,?,79%[activator],-10%
COc1ccc(NC(=S)N2CCN(S(C)(=O)=O)CC2)cc1,0%,-7,3%,13%,15%,?,5%,-11%,6%
O=C1c2ccccc2COc2ccc(O)cc21,1%,-15,-2%,2%,11%,3%,?,8%,-2%
C1CC1Cc1noc(CN2CCN(C3C4CC5CC(C4)CC3C5)CC2)n1 (stereo not drawn),0%,33,3%,19%,14%,-8%,2.9µM*,-4%,-13%
Cc1cccc(N2CCc3c2nc2ccc(Br)cc2c3N)c1,15%,-94*,-15%,?,?,-2%,-5%,-10%,12%
CCc1sc(C(=O)Nc2cccc(C(C)=O)c2)cc1C,21µM*,-16,-9%,3%,8%,-223%[inhibitor],-1%,17%,6%

# Sorted by number of heavy atoms (descending): some entries from above
SMILES,KB-V1 MDR tox,IL-1B inflam inh,WRN inhibitor,HT1080 IDH1KD tx,HT1080NT lethal,SW480 rerep,MCF10A rereplic,ATXN2 expr inh,KB-3-1 cytotox
C[C@@H]1CN([C@@H](C)CO)C(=O)CCCn2nncc2CO[C@H]1CN(C)Cc1ccccc1C(F)(F)F,?,12,-4%,4%,4%,.,.,-24%,16%
O=C(Nc1ccc(Br)cc1Br)c1cccc2c1C(=O)N(C1CCCCC1)C2,3%,-12,-12%,14%,3%,-7%,0%,-4%,-28%
C1CC1Cc1noc(CN2CCN(C3C4CC5CC(C4)CC3C5)CC2)n1 (stereo not drawn),0%,33,3%,19%,14%,-8%,2.9µM*,-4%,-13%
O=[N+]([O-])c1cccc(NC(=S)Nc2nc(-c3ccccc3Cl)cs2)c1,0%,-59*,-3%,18µM*,?,22%,?,-36%,?
Cc1cccc(N2CCc3c2nc2ccc(Br)cc2c3N)c1,15%,-94*,-15%,?,?,-2%,-5%,-10%,12%
CCc1sc(C(=O)Nc2cccc(C(C)=O)c2)cc1C,21µM*,-16,-9%,3%,8%,-223%[inhibitor],-1%,17%,6%
COC1(C2=NCCN2)COc2ccccc2O1 (stereo not drawn),0%,7,10%,0%,22%,-12%,-17%,-4%,0%

# (further entries)
SMILES,KB-V1 MDR tox,IL-1B inflam inh,WRN inhibitor,HT1080 IDH1KD tx,HT1080NT lethal,SW480 rerep,MCF10A rereplic,ATXN2 expr inh,KB-3-1 cytotox
Cc1ccc(NC(=O)C2CCCN(S(=O)(=O)c3ccc4[nH]c(=O)ccc4c3)C2)nc1 (stereo not drawn),24%,40,10%,11%,1%,12%,4%,4%,-7%
CCOC(=O)c1c(NC(=O)COC(=O)c2cc(OC)c(OC)cc2[N+](=O)[O-])sc(C)c1C,-17%,22,-1%,-1%,3%,0%,-2%,9%,20%
OC(c1cc(F)cc(Cl)c1)c1ncc(-c2ccc3ccccc3c2)[nH]1 (stereo not drawn),-1%,5,-12%,?,?,.,.,-36%,0%
CC1Cc2nc(SCC(=O)c3ccccc3)n(Cc3ccccc3)c(=O)c2S1 (stereo not drawn),-8%,?,2%,-11%,-20%,-12%,-1%,52%[activator],?
COc1cc(-c2nc3cnccn3c2Nc2ccc3c(c2)OCCO3)ccc1O,?,59,-10%,-9%,2%,8%,?,42%[activator],4%
C=CCN1C(=O)C(CC(=O)Nc2ccccc2F)S/C1=N\c1nccs1 (stereo not drawn),-13%,0,-16%,-9%,-3%,4%,?,-7%,12%
COC(=O)c1cn(NC(=O)c2cc(OC)cc(OC)c2)c(=O)c2ccccc12,0%,0,1%,10%,4%,5%,0%,169%[activator],1%
COc1ccc(Cc2nnc(NC(=O)c3ccccc3Cl)s2)cc1OC,10%,17,-3%,0%,-20%,-11%,6%,-7%,10%
CCCCc1c(O)nc(SCC(=O)N2CCOCC2)n(-c2ccc(C)cc2)c1=O,14%,13,4%,3%,0%,.,.,.,-1%
COCCN(C(=O)COC(=O)C1(C)CC1(Cl)Cl)c1c(N)n(Cc2ccccc2)c(=O)[nH]c1=O (stereo not drawn),-47%,2,-1%,-6%,-6%,-3%,-7%,10%,27%
COc1cccc(C(=O)Nc2nnc(S(=O)(=O)N3CCCC3)s2)c1,3%&0%,-8,4%,1%,-19%,-18%,0%,10%&10%,25%&5%
CCOC(=O)C1=NNC2C(=O)N(CC)C(=O)C12 (stereo not drawn),21%,1,-4%,14%,19%,-1%,1%,2%,-3%
CN(c1ccccc1)c1cc(=O)[nH]c(=O)[nH]1,?,28,-9%,8%,20%,-4%,-2%,-6%,4%
Cc1cc(C)cc(NC(=O)CSc2ccc(-c3ccccn3)nn2)c1,?,61,-19%,?,?,-4%,?,?,6%
O=C(Nc1cccc2ccccc12)NC1CC1,11%,-14,5%,-2%,1%,.,.,.,-13%
N#C/C(=C\c1cn(Cc2cccc(F)c2)c2ccccc12)C(=O)NCc1ccco1,-26%,-2,-27%,?,-20%,.,13µM*,-12%,5%
C/C=C/C1=CC(=O)C[C@H](c2ccc(Cl)cc2)C1,-11%,-82*,-8%,8%,0%,-5%,-1%,-35%,-3%
O=S(=O)(Nc1nc2ccccc2[nH]1)c1ccc2ccccc2c1,?,11,-10%,-8%,4%,-4%,5%,-11%,-1%
COc1ccc(S(=O)(=O)CCC(=O)NCCc2ccc(S(N)(=O)=O)cc2)cc1,0%,14,-1%,0%,0%,0%,3%,-5%,11%
O=[N+]([O-])c1ccccc1CNc1ccc(F)c(Cl)c1,-3%,-12,-31%[57.1 µM],-21%,-12%,6%,6%,3%,-9%
O=P(C1=C(N2CCOCC2)/C(=C\c2ccccc2)CC1)(N1CCOCC1)N1CCOCC1,3%,-19,-8%,-2%,2%,-4%,-9%,2%,1%

# Assay outcomes (PubChem)
